Source: PubChem BioAssay
NR5A2 inv ag – LRH-1 (NR5A2) inverse agonists, primary screen, cell-based, luminescence, HEK293T, StAR-luciferase reporter; AID 602396, 2012; inhibition, % at 3.6 µM; Nuclear receptor subfamily 5 group A member 2 (Homo sapiens), O00482; 0.13% of 360,000 active; LRH-1 transfected, 24 h;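 active = inhibition above the mean inhibition of all tested compounds plus 3 SD, cut at about 73% in these data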;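 note: 0% = DMSO wells and 100% = reporter-only cells lacking LRH-1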
TWEAK-Fn14 inh – inhibitors of TWEAK-Fn14 signaling, primary screen, luciferase reporter cells, uHTS | inhibition, % at 10 µM | AID 1159606, 2016 | 2% of 360,000 active | TWEAK-stimulated Fn14 reporter cells, luciferase luminescence, 8 h; in the data active = inhibition above about 50%
SRC1 inh – SRC1 coactivator transcriptional activity inhibitors, primary screen, cell-based, luminescence | HEK293 GAL4-SRC1 luciferase reporter | inhibition, % at 3.6 µM | 0.12% of 360,000 active | AID 588354, 2011;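 active = inhibition above the campaign mean plus 3 SD, with each screening campaign given its own cutoff, cut at about 60% in these data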;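 note: 0% = DMSO treated cells and 100% = gossypol at 36 µM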
Target sequence (Q15788 whole entry, looked up, the tested form may be a part): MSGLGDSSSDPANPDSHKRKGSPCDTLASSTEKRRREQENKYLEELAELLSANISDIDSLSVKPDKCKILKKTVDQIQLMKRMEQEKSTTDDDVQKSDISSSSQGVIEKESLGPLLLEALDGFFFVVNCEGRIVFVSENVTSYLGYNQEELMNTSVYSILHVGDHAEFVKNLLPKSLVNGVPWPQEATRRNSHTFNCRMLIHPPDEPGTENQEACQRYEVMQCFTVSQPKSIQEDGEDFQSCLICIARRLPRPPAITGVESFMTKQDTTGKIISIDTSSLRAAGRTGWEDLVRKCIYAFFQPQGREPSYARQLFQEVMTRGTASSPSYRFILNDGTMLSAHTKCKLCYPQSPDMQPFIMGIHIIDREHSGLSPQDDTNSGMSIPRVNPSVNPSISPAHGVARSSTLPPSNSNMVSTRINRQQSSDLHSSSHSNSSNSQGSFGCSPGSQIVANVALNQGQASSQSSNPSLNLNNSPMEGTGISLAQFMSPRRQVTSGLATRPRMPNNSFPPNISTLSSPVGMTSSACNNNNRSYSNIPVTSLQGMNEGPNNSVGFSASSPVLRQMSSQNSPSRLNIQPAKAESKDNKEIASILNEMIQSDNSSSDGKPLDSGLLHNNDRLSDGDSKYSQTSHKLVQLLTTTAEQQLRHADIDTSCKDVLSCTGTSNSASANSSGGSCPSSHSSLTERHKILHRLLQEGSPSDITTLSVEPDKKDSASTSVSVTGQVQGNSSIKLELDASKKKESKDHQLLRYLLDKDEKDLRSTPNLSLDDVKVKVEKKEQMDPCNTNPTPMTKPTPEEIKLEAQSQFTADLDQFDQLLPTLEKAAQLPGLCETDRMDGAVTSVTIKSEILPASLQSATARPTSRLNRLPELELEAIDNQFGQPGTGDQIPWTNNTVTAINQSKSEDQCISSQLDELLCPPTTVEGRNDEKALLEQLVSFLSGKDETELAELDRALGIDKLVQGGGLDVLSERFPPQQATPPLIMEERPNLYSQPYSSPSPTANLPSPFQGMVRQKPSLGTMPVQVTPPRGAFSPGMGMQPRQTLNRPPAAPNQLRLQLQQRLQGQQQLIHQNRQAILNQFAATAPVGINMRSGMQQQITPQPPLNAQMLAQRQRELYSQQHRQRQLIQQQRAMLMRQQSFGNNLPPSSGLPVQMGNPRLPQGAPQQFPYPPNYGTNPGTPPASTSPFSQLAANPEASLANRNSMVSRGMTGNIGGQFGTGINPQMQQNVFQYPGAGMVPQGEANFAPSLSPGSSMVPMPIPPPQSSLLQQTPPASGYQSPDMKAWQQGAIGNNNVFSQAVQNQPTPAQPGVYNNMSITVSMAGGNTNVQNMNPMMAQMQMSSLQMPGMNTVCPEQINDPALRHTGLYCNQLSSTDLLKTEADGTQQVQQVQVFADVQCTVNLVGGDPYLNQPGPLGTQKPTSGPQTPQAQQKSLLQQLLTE
ABHD5-PLIN5 inh – ABHD5-PLIN5 interaction inhibitors, primary screen, cell lysate, split luciferase complementation, luminescence; Perilipin-5 (Homo sapiens) + 1-acylglycerol-3-phosphate O-acyltransferase ABHD5 (Homo …; Split G. princeps luciferase complementation, 4 h; 0.78% of 360,000 active; inhibition, % at 4 µM;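 active = inhibition above the mean inhibition across every tested compound plus 3 SD, cut at about 22% in these data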;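 note: 0% = DMSO only wells and the 100% control is not disclosed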
TLR9-MyD88 block – inhibitors of TLR9-MyD88 association in cells, primary screen, cell-based, CHO, BLA complementation, fluorescence; CCF4 FRET ratio; inhibition, % at 4.98 µM; 0.21% of 340,000 active;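 active = inhibition above the mean over all tested compounds plus 3 SD, cut at about 21% in these data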;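 note: 0% = DMSO only wells and 100% = clavulanate BLA inhibitor control wells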
Exocytosis inh – LAMP-1 surface exposure blockers, TALL-104 cells – cell-based, flow cytometry, MLPCN library, primary screen; 0.66% of 360,000 active; TALL-104 LAMP-1 surface exposure; cells stimulated with thapsigargin and PMA; inhibition, % at 10 µM; AID 651702, 2012;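 active = inhibition above about 55%, limit read from the data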
NCOA3 inh – SRC3 coactivator transcriptional activity inhibitors, primary screen, cell-based, luminescence; Nuclear receptor coactivator 3 (Homo sapiens), Q9Y6Q9; HEK293 GAL4-SRC3 luciferase reporter; inhibition, % at 3.6 µM; 0.17% of 360,000 active;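 active = inhibition above a per-campaign cutoff, the mean of all compounds plus 3 SD, cut at about 60% in these data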;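 note: 0% = DMSO-treated cells and 100% = gossypol-treated cells at 36 µM; higher means less SRC3-driven luciferase light from the GAL4 reporter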
NCOA2 inhibitor – inhibition of GAL4-SRC2 driven luciferase reporter, primary screen, SRC2 inhibitor project, cell-based, luminescence; Nuclear receptor coactivator 2 (Homo sapiens), Q15596; HEK293 GAL4-SRC2 luciferase reporter; inhibition, % at 9 µM; 0.17% of 370,000 active;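 active = inhibition above the mean inhibition of all tested compounds plus 3 SD, set per campaign, cut at about 52% in these data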;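 note: 0% = DMSO treated cells and 100% = cells given Gossypol at 36 µM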
NR2F2 inh – NR2F2 transcriptional activity inhibitors, primary screen, cell-based, luciferase reporter, HEK293T, luminescence | HEK293T NGFI-A luciferase reporter | 0.7% of 370,000 active | inhibition, % at 8.6 µM | COUP transcription factor 2 (Homo sapiens), P24468;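 active = inhibition above a per-plate cutoff, mean inhibition of test wells between control levels plus 3 SD, cut at about 38% in these data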;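 note: cells cotransfected with COUP-TFII expression vector driving the NGFI-A reporter; 0% = median of COUP-TF2 test wells and 100% = reporter-only cells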
NOD2 RIPK2 PPI – NOD2-RIPK2 binding disruptors in cells, primary screen, fluorescence, CHO cells, BLA complementation | Receptor-interacting serine/threonine-protein kinase 2 (Homo sapiens), O43353 | CCF4 ratio | inhibition, % at 4.98 µM | 0.38% of 360,000 active | AID 624267, 2012; in the data active = inhibition above about 21%;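 note: 0% = vehicle only and 100% = reference blocker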
TROY NFkB inh – inhibitors of TROY-driven NF-kB signaling, primary screen, Q293 LMP1-TROYcd cells, NF-kB luciferase, uHTS. Q293 LMP1-TROYcd NF-kB luciferase reporter, 4 h. inhibition, % at 10 µM. 0.98% of 360,000 active. AID 1347056, 2019;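 active = compounds whose plate-normalised and pattern-corrected inhibition of the luciferase reporter signal at the single screening dose is 50% or more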
An asterisk follows results filed as active; / = no result given; & = joins results of further samples.

SMILES	NR5A2 inv ag	TWEAK-Fn14 inh	SRC1 inh	ABHD5-PLIN5 inh	TLR9-MyD88 block	Exocytosis inh	NCOA3 inh	NCOA2 inhibitor	NR2F2 inh	NOD2 RIPK2 PPI	TROY NFkB inh
Cn1c(SCC(=O)Nc2ccc3cn[nH]c3c2)nnc1-c1cccs1	13	2	-16	6	-6	-5	-8	15	6	4	7
CCN(CC)S(=O)(=O)c1ccc2c(c1)N(CC(=O)N1CCC(C(N)=O)CC1)C(=O)CO2	8	-6	-3	2	-1	1	-12	5	-10	-9	-11
O=C(Nc1cccc(S(=O)(=O)N2CCCCC2)c1)c1cc(=O)[nH]c2ccccc12	-10	0	14	-7	1	-5	3	-3	-7	3	14
Cc1ccccc1C(=O)NCC(=O)OC(C)C(=O)NC(C)CCc1ccccc1 (stereo unspecified)	-6	-7	4	-1	7	12	1	0	-5	-3	6
O=C(COC(=O)c1cccc(S(=O)(=O)N2CCOCC2)c1)Nc1ncc(C(F)(F)F)cc1Cl	-2	-5	7	1	-3	-1	9	1	-6	1	10
Cc1csc(=Nc2ccc(S(=O)(=O)N3CCOCC3)cc2)n1Cc1ccco1	-8&29	25&4	-15&-1	0&5	-14&-7	1&-1	-22&-3	23&17	23&15	0&-9	-3&1
CCN(CC)C(=O)[C@H]1CC(CC(=O)NCc2ccc(OC)c(OC)c2)C(=O)N2CCc3c([nH]c4ccccc34)[C@]12C (stereo partly specified)	14	8	-17	-3	-4	1	8	9	8	-3	-8
Cc1c(NC(=O)c2ccccc2)cccc1[N+](=O)[O-]	26	-5	2	4	5	-5	-7	14	13	6	-7
CN(C)S(=O)(=O)c1cccc(NC(=S)NC2CCCCC2)c1	-13	38	-9	-1	5	-10	16	-1	9	-5	3
C=CCN(c1ccccc1)S(=O)(=O)c1cccc(C(=O)NCC(c2cccs2)N2CCOCC2)c1 (stereo unspecified)	1	7	-28	10	5	0	10	16	30	-8	17
COc1cc(CNCCN(C)C)c(Br)cc1OCC(=O)NCc1ccccc1	-2	-20	5	0	1	-5	11	-26	-5	8	-5
CCOc1ccc(CNC(=O)C2CCN(S(=O)(=O)N3CCC(C)CC3)CC2)cc1OC	1	-19	1	-8	-7	-8	-14	-12	2	-8	-2
CC(C(=O)N1CCOCCOCCOCCOCCOCC1)N1C(=O)c2ccccc2C1=O (stereo unspecified)	7	5	4	10	8	0	8	10	12	-8	12
O=C(Cc1ccc([N+](=O)[O-])cc1)c1ccc(O)cc1O	-4	5	-9	2	-1	0	1	-44	16	5	-12
O=C(N/N=C/c1cc([N+](=O)[O-])cc([N+](=O)[O-])c1O)C(O)(c1ccccc1)c1ccccc1	0	8	-21	10	-4	8	13	10	-5	-4	-6
COc1ccc([C@H]2CC(=O)C=C(c3cccc(C#N)c3)C2)cc1	-28	-23	-24	10	4	-2	-1	-40	-11	-4	-15
CCOc1ccc(NC(=O)CN2C(=O)NC(CCc3ccccc3)C2=O)cc1OCC (stereo unspecified)	-14	-8	-6	-9	2	-11	-8	-48	4	0	-4
CCOC(=O)C(=CNc1ccccc1N1CCOCC1)C(=O)OCC	21	-15	-23	-7	2	8	-2	1	1	-12	20
CC1(C(=O)Nc2ccc3c(c2)OCO3)Cc2c(-c3ccccc3)ccnc2O1 (stereo unspecified)	17	11	0	0	/	0	6	-23	-3	0	1
O=C(NCc1ccccc1)C1CCCN(S(=O)(=O)c2cccc3nsnc23)C1 (stereo unspecified)	4	-5	-2	0	3	0	17	-17	15	-7	13
Cc1cccc(C)c1C(OCCN(C)C)C1CCCCC1 (stereo unspecified)	-14	-4	11	8	2	2	2	9	9	4	10
O=C(Nc1cccc(S(=O)(=O)N2CCOCC2)c1)C1CC(=O)N(c2ccc3c(c2)OCCO3)C1 (stereo unspecified)	7	6	5	0	-4	-2	7	14	-4	-12	14
COc1ccc(OC)c(NC(=S)NN2CCN(C)CC2)c1	10	-3	16	2	-1	1	11	16	10	-4	7
Cc1cc2c(c(=O)n1C)C(C(C)C)C(C#N)=C(N)O2 (stereo unspecified)	9	20	-13	2	8	2	1	-6	8	-3	16
Cc1nc2cc(NC(=O)Nc3nccs3)ccc2n1C	-126	20	-114	0	-8	-6	-57	-42	-25	-2	-20
SMILES	NR5A2 inv ag	TWEAK-Fn14 inh	SRC1 inh	ABHD5-PLIN5 inh	TLR9-MyD88 block	Exocytosis inh	NCOA3 inh	NCOA2 inhibitor	NR2F2 inh	NOD2 RIPK2 PPI	TROY NFkB inh
COc1ccc(-c2nc3ccc(C(=O)NCC(OC)OC)cc3nc2-c2ccc(OC)cc2)cc1	14	-3	-4	0	6	0	-1	-6	19	-9	22
Nc1nc(-c2cccnc2)nn1C(=O)COc1ccccc1	8	-8	5	6	11	0	-5	-11	3	-11	7
COc1cc(S(=O)(=O)NC2CCCC2)c(OC)cc1Cl	8	6	2	1	-2	1	5	-7	19	-3	4
Cc1cccn2c(CN(C)CC3Cc4ccccc4O3)c(C(=O)N3CCCCC3)nc12 (stereo unspecified)	8	8	2	0	11	14	0	15	15	-6	11
Cc1cc2c(SCC(=O)N3CCN(c4ccccc4)CC3)ncnc2s1	-1	-8	-2	5	-5	3	-26	-30	4	-2	16
Cc1cc2cc(C(c3nnnn3C(C)(C)C)N(Cc3ccco3)CC3CCCO3)c(=O)[nH]c2cc1C (stereo unspecified)	4	-6	-50	8	4	-5	-12	-11	-12	5	6
Cc1ccc(C)c(SCC(=O)OCC(=O)NCCNC(=O)COC(=O)CSc2cc(C)ccc2C)c1	-6	1	-16	8	-8	6	-10	-11	-14	-11	3
COC(C(=O)Nc1ccnn1C1CCN(Cc2ccc(CO)o2)CC1)c1ccccc1 (stereo unspecified)	3	11	1	0	-2	-15	-14	-5	1	6	-13
COc1ccc(NC(=O)Cn2cccc2)cc1Cl	2	12	-1	1	-11	-3	5	-13	-16	-5	-8
COc1ccc2c(c1)[C@H]1[C@H](CO2)[C@H](c2ccccc2)[C@]2(C)C(=O)Nc3cc(Cl)ccc3C(=O)N12	-8	23	-9	0	-11	-1	25	/	/	-6	12
Cc1ccccc1-n1c(C)cc(/C=C2\NC(=O)NC2=O)c1C	-17	-10	-74	0	2	-2	-43	-29	-27	-12	-3
O=C(NCCc1c[nH]c2ccc(Cl)cc12)c1cccnc1	10	-5	9	2	3	2	1	8	-15	-10	-10
COc1ccc(-c2csc(N(CCCN(C)C)C(=O)c3ccc(C)cc3)n2)cc1	-13	-6	-1	7	2	35	17	-11	3	12	-2
C=C(C)CSc1nnc2n(N)c(=O)c3ccccc3n12	-17	-18	-14	0	-7	-2	-25	-20	-10	0	-43
CN(C)CCN1CCc2ccccc21	11	10	4	13	3	1	0	7	-6	1	2
COc1cc(C)ccc1S(=O)(=O)N1CCCCCC1	-2	14	-8	-3	0	-2	0	-3	10	-9	-9
CCOc1ccc(N(CC(=O)NCCc2ccc(Cl)cc2)S(=O)(=O)c2c(C)[nH]c(=O)[nH]c2=O)cc1	-8	19	-11	4	-6	13	7	13	-20	10	-3
COc1cc(C(=O)NC(=S)Nc2ccc3ccccc3c2)cc(OC)c1OC	2	26	-2	-13	8	-3	-18	-1	5	3	27
CCOC(=O)c1c(NC(=O)CSc2ncnc3[nH]ncc23)sc2c1CCC(C)C2 (stereo unspecified)	8	-11	-15	2	-9	-2	14	1	7	0	18
COc1cccc(-n2cc(C(=O)O)c3ccccc3c2=O)c1	-9	5	9	-9	1	3	-9	7	-9	-9	3
Cc1c2cnccc2c(C)c2c1oc1ccccc12	-21	-103	-23	10	-4	10	-40	-35	-17	11	-56
Cc1ccc(Nc2nc(N)nc(CSCCO)n2)cc1	-69	-2	-62	-1	6	-1	-50	-65	-37	-4	-40
Cc1ccc(SCC(=O)NC(C)c2ccccc2)cc1 (stereo unspecified)	-5	-12	-5	1	-14	-6	-6	-1	-9	1	8
O=C(CSc1ncnc2c1cnn2-c1ccc(Cl)cc1)NCc1ccc2c(c1)OCO2	-20	-19	-16	1	0	-3	-12	-23	-21	5	-45
Brc1nnc2n1-c1ccccc1Sc1ccccc1-2	-8	-8	4	2	-4	-1	6	2	-11	-3	-31

Molecules above with bromine (2):
SMILES	NR5A2 inv ag	TWEAK-Fn14 inh	SRC1 inh	ABHD5-PLIN5 inh	TLR9-MyD88 block	Exocytosis inh	NCOA3 inh	NCOA2 inhibitor	NR2F2 inh	NOD2 RIPK2 PPI	TROY NFkB inh
COc1cc(CNCCN(C)C)c(Br)cc1OCC(=O)NCc1ccccc1	-2	-20	5	0	1	-5	11	-26	-5	8	-5
Brc1nnc2n1-c1ccccc1Sc1ccccc1-2	-8	-8	4	2	-4	-1	6	2	-11	-3	-31

(listing goes on)
SMILES	NR5A2 inv ag	TWEAK-Fn14 inh	SRC1 inh	ABHD5-PLIN5 inh	TLR9-MyD88 block	Exocytosis inh	NCOA3 inh	NCOA2 inhibitor	NR2F2 inh	NOD2 RIPK2 PPI	TROY NFkB inh
Cc1ccc2c(c1)C1C[N+](C)(CC(=O)c3ccccc3)CCC1N2C(=O)c1ccccc1Cl (stereo unspecified)	6	17	-8	5	0	0	2	-13	-4	-5	-20
CCCCNC(=S)NNC(=O)c1ccc2c(c1)OCO2	-7	-7	-7	-4	2	2	9	8	4	4	-9
CC(NC(=O)c1c(O)c2ccccc2[nH]c1=O)c1ccccc1 (stereo unspecified)	-6	-2	7	0	-8	-1	6	16	14	-7	-1
Nc1nonc1C(=O)N1CCCCC1	-3	-4	-5	5	-2	5	5	21	5	-6	14
COc1ccc(CC(=O)c2ccc(OC)c(OC)c2C)cc1OC	5	-3	2	-1	-5	4	19	14	30	-13	19
COc1ccc(CNc2nc(NCc3ccc(OC)cc3)c3ncn(C4CCCC4)c3n2)cc1	2	-26	1	-10	-1	-3	-3	/	/	6	19
O=C(OCCOc1cccc(Cl)c1)c1ccc(F)c(S(=O)(=O)N2CCOCC2)c1	-15	-16	6	2	0	-2	-8	28	2	0	0
CCOc1ccc2ccccc2c1/C=N/NC(=O)c1ccncc1	-4	-34	10	-5	3	-5	-12	-4	-1	-3	-9
CCc1ccc(N2C(=O)CN(Cc3ccccc3)C2=S)cc1	-22	7	-36	-3	-3	-10	-7	17	-10	-14	-19
CC(C)COC(=O)N1CCCCC1c1cc(C(=O)NCc2cccnc2)no1 (stereo unspecified)	-2	9	2	4	/	-10	-4	-3	4	-9	-10
COC(=O)c1cc2c(cc1NC(=O)CSCCc1ccccn1)OCO2	0	-8	4	4	-3	-6	-2	-13	-22	25*	-5
Cc1ccc(NS(=O)(=O)c2cc(C(=O)NCc3ccccn3)ccc2Cl)cc1C	-8	14	8	8	12	-5	4	10	-14	3	18
OCCC1CN(Cc2ccccc2O)CCN1CCc1ccccc1 (stereo unspecified)	10	5	-4	-3	8	-1	6	-29	-4	-1	-19

Some of the compounds tested, so the mix of outcomes need not match the whole.
